# Assay outcomes deposited in PubChem by NCI.
# NCI-60 one-dose screen, 48 h, at 10 µM unless noted. Numbers give growth in % (100 = growth as untreated, 0 = no growth, -100 = all killed).
# SNB-75: SNB-75 CNS cancer. 79,000 compounds, 5% hits. AID 1794750
# RXF 393: RXF 393 renal cancer cells | 77,000 compounds, 6.9% hits
# SF-539: SF-539 CNS cancer; 81,000 compounds, 6.8% hits
# ACHN: ACHN renal cancer; 81,000 compounds, 4.9% hits; AID 1794771
# SNB-19: SNB-19 CNS cancer cells; 81,000 compounds, 2.5% hits
# SF-268: SF-268 CNS cancer cells; 82,000 compounds, 3.1% hits
# CAKI-1: CAKI-1 renal cancer. 75,000 compounds, 4.7% hits. AID 1794772
# A498: A498 renal cancer cells; AID 1794774; 76,000 compounds, 5.4% hits
# Active calls of the source: *; / = no result given; & = joins results of further samples. Rule for the calls: active = growth percent below 10; inactive = the rest. This is a random part of the collection; any-hit rate near 12%.
SMILES,SNB-75,RXF 393,SF-539,ACHN,SNB-19,SF-268,CAKI-1,A498
C#CCOc1ccccc1C(Nc1cc(C)ccc1C)c1nnnn1C1CCCCC1 (centres undefined),115,77,89,85,87,83,48,91
CCN(CC)c1ccc(C#N)cc1,94,94,98,102,110,96,98,94
[N-]=[N+]=Nc1nc(NC2CCCC2)nc(-c2ccc(C(F)(F)F)cc2)n1,103,87,87,63,94,91,75,/
Cc1cc(NS(=O)(=O)c2ccc(NCc3coc4ccccc4c3=O)cc2)no1,56,104,99,99,99,102,96,90
COc1cc2c(cc1C)NC(=O)/C2=C\c1c[nH]c2cc(C)c(OC)cc12,83,74,93,93,109,97,71,100
COc1ccc2c(c1)CCCC21C(=O)Nc2ccc(OC)cc21 (centres undefined),93,116,103,102,105,93,109,109
Cc1ccccc1NC(=O)CSC#N,73,115,96,96,96,99,97,106
Cc1cc(=O)nc2sccn12,88,119,99,91,94,106,101,100
O=C(CSc1oc(-c2ccccc2)nc1S(=O)(=O)c1ccccc1)Nc1ccc(F)cc1,88,90,66,80,93,86,73,83
O=S(=O)(NCCNc1nccc(-c2c(-c3ccccc3)nc3sccn23)n1)c1ccc(F)cc1,57,62,91,38,76,45,42,/
NCC(=O)NC(Cc1ccccc1)C(=O)O (centres undefined),91,95,108,109,113,98,95,108
Cc1ccc2c(c1)ncn2-c1ncnc2c1CC(C)c1ccccc1N2C (centres undefined),44,72,4.8*,20,38,20,20,-12*
CC1=NN(c2ccc(S(=O)(=O)O)cc2)C(=O)C1N=Nc1ccc(C)c(S(=O)(=O)Nc2ccccc2)c1 (centres undefined),99,96,95,102,111,100,130,125
CN(C)S(=O)(=O)c1oc(-c2ccccc2)nc1C#N,96,39,84,-84*,96,116,54,66
COc1cc(-c2ccc(Nc3nc4ccccc4s3)c(OC)c2)ccc1Nc1nc2ccccc2s1,97,121,106,95,107,102,131,129
COCOc1ccc2c(=O)c(C)c(C(=O)N[C@@H](Cc3ccccc3)C(O)C(=O)NCCc3ccc(OC)cc3)oc2c1 (some centres undefined),125,99,109,114,96,120,101,136
Cc1cn(-c2cc(NC(=O)c3ccc(C)c(Nc4nccc(-c5cccnc5)n4)c3)cc(C(F)(F)F)c2)cn1,56,-4.7*,82,56,70,56,51,82
N#Cc1c(-c2ccccc2)nc2c(c(-c3ccccc3)nn2-c2ccccc2)c1-c1ccc(N2CCOCC2)cc1,87,95,94,103,95,104,82,95
CCOC(=O)COc1ccc2c(c1)O/C(=C\c1ccccc1OC)C2=O,89,109,98,101,106,97,94,105
O=C(c1nn(-c2ccccc2)c2c1CC(NCCc1ccc(F)cc1)CC2)N1CCCCC1 (centres undefined),73,88,99,105,107,90,87,89

# Retrieved by compound from the list above, 2 records:
SMILES,SNB-75,RXF 393,SF-539,ACHN,SNB-19,SF-268,CAKI-1,A498
CCN(CC)c1ccc(C#N)cc1,94,94,98,102,110,96,98,94
CN(C)S(=O)(=O)c1oc(-c2ccccc2)nc1C#N,96,39,84,-84*,96,116,54,66

# Continuation:
SMILES,SNB-75,RXF 393,SF-539,ACHN,SNB-19,SF-268,CAKI-1,A498
CCn1c(SCC(=O)c2ccc(Cl)cc2)nnc1-c1ccncc1,86,111,105,111,102,99,99,77
CNC(=O)OCc1c(COC(=O)NC)c(C)n(-c2ccc(OC)cc2)c1C,65,97,93,84,87,81,71,85
CCN1CCC2(CC1)NC(=O)c1c(c3ccc(Cl)c(Cl)c3n1C)C2C#N (centres undefined),51,77,52,46,85,51,37,3.0*
COCCn1c(-c2ccccc2)cc2c1-c1oncc1CC2,86,120,103,83,94,93,67,79
COc1cc(-c2nc(SC(C)C)nc(Nc3ccccc3Cl)c2C#N)cc(OC)c1OC,102,132,102,97,103,107,88,92
CCOC(=O)c1c[nH]c2c(Cl)c(Cl)ccc2c1=O,100,98,107,110,99,105,119,99
CC(=O)O[C@H]1C[C@@]2(C)[C@@H](CC(N)[C@H]3[C@@]4(C)CCC(N)[C@@H](C)[C@@H]4CC[C@@]32C)/C1=C(\CCC=C(C)C)C(=O)O (some centres undefined),92,105,116,101,103,96,97,108
CCOC(=O)C1=C(C(=O)c2ccccc2)C(c2ccc(O)cc2)NC(=S)N1 (centres undefined),88,112,97,101,102,93,93,99
NCC(O)CN,88,102,107,112,98,101,97,113
Fc1cccc(Cn2c(-c3cncs3)nc3ccccc32)c1,97,98,101,96,100,104,103,81
Nc1ccc2ccccc2c1C(=O)c1ccccc1,86,115,109,106,100,109,104,119
Nc1c(C(=O)Nc2ccc3c(c2)OCCO3)sc2nc3c(cc12)CN(Cc1ccccc1)CC3,/,112,100,102,99,99,94,98
N=C1CC(=O)NN1C(=O)CSc1nc2sc3c(c2c(=O)n1-c1ccc(Cl)cc1)CCCC3,74,119,97,94,93,100,87,91
CCCOc1ccc(N2CCN(c3ncnc4c3ncn4CC(=O)OCC)CC2)cc1,99,99,/,78,73,102,83,72
O=C(NC(=S)N1CCN(c2ncnc3c2cnn3-c2ccccc2)CC1)c1ccccc1,80,105,95,93,93,98,73,94
O=C(O)CCC(=O)c1ccc2oc3ccccc3c2c1,110,112,101,102,106,108,97,100
Nc1nc2c(c(-c3nc(N)nc4c3CCC4)n1)CCC2,88,108,98,104,/,101,90,106
Nc1ccc(Nc2nccc(-c3ccc4ccccc4c3)n2)cc1,39,50,55,46,63,50,32,17
O=C(CCCOc1ccc(Br)cc1)Nc1ncc(Cc2ccc(F)cc2)s1,55,69,68,73,76,73,37,77
O=C(c1ccc(O)cc1)[C@@H]1[C@@H]2CCCN2[C@@]2(C(=O)N(C(=O)c3ccc(F)cc3)c3ccccc32)[C@H]1c1ccc(F)cc1,74,105,85,90,93,90,70,83
CC1(C)CC[C@]2(C(=O)O)CC[C@]3(C)C(=CC[C@@H]4[C@@]5(C)CC[C@H](NOCCCN)C(C)(C)[C@@H]5CC[C@]43C)[C@@H]2C1,97,69,86,98,93,100,94,110
Cc1cc(C)n(C(N)=NC(=O)c2ccccc2)n1,79,97,95,107,104,106,105,95
O=P(C(=S)Nc1ccccc1Cl)(c1ccccc1)c1ccccc1,109,123,102,97,117,90,95,95
CCn1c(Cc2ccccc2)nc2c1c(=O)n(C)c(=O)n2C,105,/,96,98,103,97,100,98
O=C(CC(C[N+](=O)[O-])c1ccccc1)c1ccc(O)cc1 (centres undefined),88,90,105,106,101,97,89,90
Cn1c(COC(=O)NCCn2ccnc2)nc2c(N3CCOCC3)nc(-c3ccccc3)nc21,-90*,/,-100*,-100*,8.2*,-62*,-94*,-24*
CC1(C)CC[C@]2(C(=O)O)CC[C@]3(C)C(=CCC4[C@@]5(C)C[C@@H](O)[C@@H]6OC(c7ccco7)OC[C@@]6(C)C5CC[C@]43C)C2C1 (some centres undefined),72,32,22,7.4*,28,32,33,62
N#CCC1CCCCCC1,92,93,91,102,101,105,97,89
Cc1ccccc1-n1nnc(C(=O)Nc2cnc3ccccc3n2)c1C,118,104,105,101,99,112,100,85
O=C(O)c1c[nH]c2ccc([N+](=O)[O-])cc2c1=O,94&85,130&113,99&97,102&99,107&107,107&114,98&117,109&100
COc1cc2ncnc(Nc3ccc(S(=O)(=O)Nc4nccs4)cc3)c2cc1OCCCN1CCOCC1,95,111,99,103,104,98,92,115
Cc1nc(-c2ccccc2)no1,126,196,96,103,124,98,102,96
Cc1cn2c(=O)c3ncn(C4OC(CO)C(O)C4O)c3n(C)c2n1 (centres undefined),95,100,98,109,117,93,100,93
Cn1c(=O)c2[nH]c(/C=C/c3ccc4c(c3)OCO4)nc2n(C)c1=O,100,125,117,103,108,114,109,103
CCOC(=O)c1sc(Nc2ncccn2)nc1-c1ccccn1,108,104,99,88,91,81,57,90
CCCCO[Si](OCCCC)(OCCCC)OCCCC,90,125,100,110,106,110,99,97
O=c1c2cc3cc(Cl)ncc3n2c(=O)c2cc3cc(Cl)ncc3n12,100,113,106,105,106,98,102,107
CCOC(=O)c1sc(-c2ccc(OS(=O)(=O)c3ccccc3)c(C=O)c2)nc1C,74,/,77,85,50,59,24,43

# As entered above:
# For SNB-19, `CC1(C)CC[C@]2(C(=O)O)CC[C@]3(C)C(=CC[C@@H]4[C@@]5(C)CC[C@H](NOCCCN)C(C)(C)[C@@H]5CC[C@]43C)[C@@H]2C1` reads 93
# For SNB-75, `CCOC(=O)c1sc(-c2ccc(OS(=O)(=O)c3ccccc3)c(C=O)c2)nc1C` reads 74
# For RXF 393, `COc1cc2ncnc(Nc3ccc(S(=O)(=O)Nc4nccs4)cc3)c2cc1OCCCN1CCOCC1` reads 111

# Profiles as entered above. Order of screens: SNB-75 | RXF 393 | SF-539 | ACHN | SNB-19 | SF-268 | CAKI-1 | A498
# Entry for COCOc1ccc2c(=O)c(C)c(C(=O)N[C@@H](Cc3ccccc3)C(O)C(=O)NCCc3ccc(OC)cc3)oc2c1 (some centres undefined) : 125 | 99 | 109 | 114 | 96 | 120 | 101 | 136
# Entry for CCn1c(Cc2ccccc2)nc2c1c(=O)n(C)c(=O)n2C : 105 | / | 96 | 98 | 103 | 97 | 100 | 98
# Entry for CC1=NN(c2ccc(S(=O)(=O)O)cc2)C(=O)C1N=Nc1ccc(C)c(S(=O)(=O)Nc2ccccc2)c1 (centres undefined) : 99 | 96 | 95 | 102 | 111 | 100 | 130 | 125
# Entry for CCOC(=O)c1c[nH]c2c(Cl)c(Cl)ccc2c1=O : 100 | 98 | 107 | 110 | 99 | 105 | 119 | 99
# Entry for COc1cc2c(cc1C)NC(=O)/C2=C\c1c[nH]c2cc(C)c(OC)cc12 : 83 | 74 | 93 | 93 | 109 | 97 | 71 | 100
